FEN1 inh: human FEN1 inhibition; AID 588795; Recombinant FEN1 flap cleavage, fluorescence, 15 min; Potency, µM (doses to about 114 µM), for the others: at the highest dose activity change, negative = inhibition, actives largely listed as inhibitors; 0.35% of 390,000 active; further: nearly all actives have a fitted effect of over 65% in size
Target sequence (P39748 whole entry, looked up): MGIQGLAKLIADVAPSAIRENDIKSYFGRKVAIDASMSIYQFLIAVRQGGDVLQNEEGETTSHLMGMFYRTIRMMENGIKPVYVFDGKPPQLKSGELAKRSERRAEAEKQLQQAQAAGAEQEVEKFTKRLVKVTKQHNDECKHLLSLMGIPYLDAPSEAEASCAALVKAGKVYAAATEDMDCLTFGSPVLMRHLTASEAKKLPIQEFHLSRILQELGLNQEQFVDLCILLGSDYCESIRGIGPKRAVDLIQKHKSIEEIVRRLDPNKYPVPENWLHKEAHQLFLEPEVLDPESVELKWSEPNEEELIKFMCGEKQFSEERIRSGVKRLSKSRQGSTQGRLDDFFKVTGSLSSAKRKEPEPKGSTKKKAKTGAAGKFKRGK
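Nuclease activity of 10 nM FEN1 was measured after 15 min of room-temperature exposure to titrated compounds, by adding 50 nM flap substrate and reading plates at 0 and 15 min.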
N370S GC mod: N370S glucocerebrosidase modulation, Gaucher chaperone candidate | AID 2101 | 0.092% of 330,000 active | Potency, µM (titrated, usually from 59.4 µM), without a hit: top-dose activity change, negative = inhibition, hits mostly inhibitors | N370S GC spleen homogenate, 4MU-glucoside fluorescence | P04062;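 further: 0% = full enzyme activity and -100% = no enzyme basal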
TDP1 inh: blocks human tyrosyl-DNA phosphodiesterase 1. Q9NUW8. 0.28% of 350,000 active. Potency, µM (doses to about 130 µM), for inactives: top-dose activity change, negative = inhibition, hits mostly inhibitors. recombinant TDP1, AlphaScreen DNA substrate cleavage. AID 485290; further: nearly all actives have a fitted effect of over 40% in size
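Signal: AlphaScreen proximity between streptavidin donor and anti-FITC acceptor beads on intact substrate. Reaction: Tdp1 1 nM, substrate 15 nM final, 5 min RT after 15 min compound preincubation.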
The depositor's hits bear a star; u = inconclusive; x = not tested or not shown; [ ] = remark or other dose. The call rests on the fitted dose curve; in most records, active means well fitted curve in the direction sought with a large enough effect; inconclusive means small, poorly fitted or top-dose-only effect, or another doubt; inactive means no such curve, though single readings can be large; an effect the other way counts as inactive or inconclusive. Unless noted, on the % scale 0 is the no-effect control and ±100 the full control effect; potency means the concentration at half of the fitted maximal effect. This is a random part of the collection; any-hit rate near 0.53%.

SMILES	FEN1 inh	N370S GC mod	TDP1 inh
CCOC(=O)CSc1nn(-c2ccccc2)c(=S)s1	-20%	10%	3%
O=C(NCC(c1ccco1)N1CCN(c2ccccc2)CC1)C(=O)NC1CCCC1 (stereo unspecified)	-1%	-23%	0%
Cn1c(SCc2cccnc2)nc2c(c1=O)SCC2	-10%	14%	8%
O=C(c1ccco1)N1CCN(C(=O)c2cc(-c3ccc(F)cc3)no2)CC1	3%	0%	1%
Cc1ccc(-c2nn(Cc3ccccc3)cc2/C=C/C(=O)O)cc1C	6%	14%	5%
COc1ccc(C2C(C(=O)Nc3cc(OC)c(OC)c(OC)c3)c3ccccc3C(=O)N2C)cc1OC (stereo unspecified)	3%	-2%	0%
COc1ccc(C(C)=O)cc1CN1C(=O)NC2(CCCCCC2)C1=O	-6%	0%	9%
CCN1C(C(=O)c2ccccc2)=C(OC(=O)COc2ccc(OC)cc2)c2ccccc2S1(=O)=O	-4%	x	-2%
Cc1cccc(N2C(=O)C3CC3C2=O)c1 (stereo unspecified)	-5%	-1%	-1%
Cc1ccc(C)c(NC(=O)C(C)N2C(=O)c3ccccc3C2=O)c1 (stereo unspecified)	4%	-16%	x
CCCC1(c2ccccc2)NC(=O)N(CC(=O)N2CC(=O)Nc3ccccc32)C1=O (stereo unspecified)	17%	x	3%
COc1ccc(NS(=O)(=O)c2ccc(N3CCCCC3)c(NC(=O)C(C)NC(N)=O)c2)cc1 (stereo unspecified)	3%	x	2%
COC(=O)c1ccc(NC(=O)CSc2nnc(C)n2-c2ccccc2)cc1	-11%	-5%	-5%
COc1ccccc1CCNC(=O)Cc1cccs1	-13%	-6%	x
Cc1ccc(C)c(N2N=C(C(=O)O)CCC2=O)c1	-8%	24%	x
O=C(COc1ccccc1)NCc1ccc2c(c1)OCO2	26%	0%	2%
O=C(CCc1nc2ccccc2[nH]1)N1CCc2ccccc2C1	14%	-17%	1%
CCN(CC)CCCC(C)NC1=NCCCCC1 (stereo unspecified)	9%	2%	5%
Cc1ccc(C)c(N2C(=O)N(Cc3cccc(C(F)(F)F)c3)c3ccccc3S2(=O)=O)c1	-12%	x	2%
COc1ccccc1C(=O)COC(=O)C(NC(=O)Cc1ccccc1)C(C)C (stereo unspecified)	12%	x	-2%
NCc1ccc(-c2nc3ccccc3o2)cc1	x	20%	2%
C#CCOCCOCCOCCNc1nc(N2CCN(C(=O)[C@H](CCCCN)n3cc(CN)nn3)CC2)nc(N2CCN(C(=O)[C@H](CCC(=O)O)n3cc([C@@H](N)[C@H](C)CC)nn3)CC2)n1	-12%	x	2%
CC(=O)c1ccc(NC(=O)N[C@@H](CC(C)C)C(=O)O)cc1	-1%	4%	3%
CCCC(=O)N(c1ccc2oc(C)c(C(C)=O)c2c1)S(=O)(=O)c1ccc(C)c([N+](=O)[O-])c1	7%	9%	5%

Three entries drawn at random from those above, as already listed:
SMILES	FEN1 inh	N370S GC mod	TDP1 inh
O=C(COc1ccccc1)NCc1ccc2c(c1)OCO2	26%	0%	2%
O=C(CCc1nc2ccccc2[nH]1)N1CCc2ccccc2C1	14%	-17%	1%
Cc1ccc(C)c(N2N=C(C(=O)O)CCC2=O)c1	-8%	24%	x

(listing goes on)
SMILES	FEN1 inh	N370S GC mod	TDP1 inh
COc1ccccc1CN=C1NC(=O)C(CC(=O)Nc2ccc(OC)c(OC)c2)S1 (stereo unspecified)	6%	4%	-9%
CC(=O)Oc1ccccc1/C=C1\CCOC1=O	9%	x	-1%
N#CC1=C(O)C(c2ccccc2)n2c1nc(=O)c1ccccc12 (stereo unspecified)	0%	-6%	4%
Cc1c(O)c(O)cc2c1oc1c3ccccc3oc(=O)c21	x	11%	1%
Cc1cccc(N2CCN(C(=O)c3cc4c(=O)n(C)c5ccccc5c4s3)CC2C)c1 (stereo unspecified)	16%	x	-5%
CC1CC(C)CN(C(=O)CSc2nc(Cc3cccs3)nc3ccccc23)C1 (stereo unspecified)	-17%	u	6%
CCCCN1C(=O)C(NC(=O)c2ccc(C(C)(C)C)cc2)(C(F)(F)F)C(C(=O)OC)=C1C (stereo unspecified)	-22%	x	7%
Cc1ccc(C(=O)NC2CCCCC2)cc1S(=O)(=O)N1CCCC1	-2%	-15%	4%[56.1 µM]
COc1cc(OC)c(C(=O)NCCCn2ccnc2)cc1OC	3%	-9%	2%
Cc1ccccc1OCC(O)Cn1c(NCc2ccco2)nc2c1c(=O)n(C)c(=O)n2C (stereo unspecified)	-7%	8%	-4%
Cc1ccccc1-c1nc(C(N)=O)c2c(n1)n(-c1ccc3c(c1)OCO3)c(=O)n2C	15%	x	1%
CCn1c(NC(=O)c2ccccc2)c(-c2cccs2)c(=O)c2ccccc21	-1%	4%	6%
O=C(CSc1nc2ccc([N+](=O)[O-])cc2[nH]1)c1ccc2ccccc2c1	-18%	8%	3%
C=CCN1C(=O)N/C(=C/c2ccc(N3CCOCC3)o2)C1=O	x	-12%	0%
COc1ccc(C(=O)Nc2ccccc2)cc1NC(=O)c1ccc([N+](=O)[O-])cc1	-13%	5%	x
O=C(NC1CCN(S(=O)(=O)c2ccccc2)CC1)c1ccccc1	-1%	-15%	1%
COCCn1cc(-c2csc(N)n2)c2ccccc21	9%	-6%	x
NS(=O)(=O)c1ccc(NC(=O)c2ccc(CNS(=O)(=O)c3cc(C(F)(F)F)ccc3Cl)cc2)cc1	13%	-15%	x
CN(c1ccc(F)cc1)S(=O)(=O)N1CCCC(C(=O)NCCc2ccccc2)C1 (stereo unspecified)	0%	x	-5%
COc1cccc(NC(=O)Cc2nnc(SCC(=O)NC3CCCC3)n2C)c1	5%	2%	2%
CCOC(=O)C1CCN(S(=O)(=O)c2ccc(C)c(C)c2)CC1	15%	21%	0%
CC(=O)c1cc2c(cc1NC(=O)CCn1cnnn1)OCO2	-9%	1%	-12%
CCC(Sc1nc2ccccc2c2nc(CCc3c(C)n[nH]c3C)nn12)C(=O)Nc1ccccc1F (stereo unspecified)	-6%	x	5%
CCOC(=O)C(C(=O)OCC)N(C#N)c1nc(SC)nc(N(C)C)n1	1%	u	2%
O=C(O)c1sccc1S(=O)(=O)N1CCOCC1	21%	x	-5%
Cn1c(Cc2csc(N)n2)nnc1SCC(=O)NCc1ccccc1	13%	12%	-9%
CS(=O)(=O)Nc1ccc(C(=O)Nc2ccccc2C(=O)N2CCCC2)cc1	-13%	8%	4%
CS(=O)(=O)N1CCC(C(=O)Nc2ccc(F)c(Cl)c2)CC1	1%	-4%	x
CCCCCCn1c(CN2CCCC(C)C2)nc2c1c(=O)n(C)c(=O)n2C (stereo unspecified)	-2%	-1%	3%
C/C(N)=C(/C#N)C(=O)CSc1nc2ccc(C)cc2[nH]1	-3%	4%	2%
COc1cc(C)c(-c2[nH]ncc2-c2csc(C)n2)c(O)c1	-1%	-6%	0%
Cn1c(=O)c2cc(S(=O)(=O)NC(C(=O)Nc3cccc(F)c3)c3ccccc3)ccc2n(C)c1=O (stereo unspecified)	10%	-7%	1%
CC1(C)CC(=O)C=C(NCc2ccncc2)C1	0%	7%	-2%
Cc1cc2c(c(=O)o1)C(C(C)C)C(C#N)=C(N)O2 (stereo unspecified)	8%	-3%	2%
CCCCC[n+]1ccn(-c2nc3ccccc3nc2[N-]S(=O)(=O)c2ccccc2)c1	6%	u	x
COCCn1c(C)cc2c(c1=O)C(c1ccccc1F)C(C#N)=C(N)O2 (stereo unspecified)	3%	-4%	3%

Single values from the list:
O=C(O)c1sccc1S(=O)(=O)N1CCOCC1 in FEN1 inh is entered as 21%
CS(=O)(=O)N1CCC(C(=O)Nc2ccc(F)c(Cl)c2)CC1 in N370S GC mod is entered as -4%
CCCCC[n+]1ccn(-c2nc3ccccc3nc2[N-]S(=O)(=O)c2ccccc2)c1 in FEN1 inh is entered as 6%
Cc1cc2c(c(=O)o1)C(C(C)C)C(C#N)=C(N)O2 (stereo unspecified) in FEN1 inh is entered as 8%

Following part.
SMILES	FEN1 inh	N370S GC mod	TDP1 inh
CN(Cc1ccccc1)C(=O)c1ccccc1Br	0%	5%	-5%
COc1cccc(C2CC(=O)Nc3c2c(=O)nc2c(C)cccn32)c1 (stereo unspecified)	18%	x	2%
O=C1CC(c2ccccc2)CC(O)=C1C=Nc1ccc(Cl)cc1 (stereo unspecified)	2%	-3%	2%
COc1cccc(Cn2c(SCc3ccc(C(=O)N4CCCCC4)cc3)nc3ccncc32)c1	-11%	x	0%
OCCNCCCCOc1ccc(OCc2ccccc2)cc1	-1%	-11%	-3%
O=C(N/N=C/c1oc(O)c2ccccc12)c1ccccc1	-1%	-1%	6%
O=Cc1coc2ccc3ccccc3c2c1=O	2%	4%	x
O=C(N/N=C/c1ccc2nccnc2c1)c1ccccc1O	x	-2%	3%
COc1ccccc1NC(=O)CN1CCC(C(=O)c2ccc(F)cc2)CC1	11%	-16%	4%
COc1cccc2[nH]c3c(=O)[nH]cnc3c12	-13%	-5%	x
Cc1c(Cl)cccc1NC(=O)c1ccc2c(c1)CCN2S(=O)(=O)c1ccccc1	-17%	x	-2%
COc1ccc2nc(NC(=O)CSc3nc(C)cc(=O)[nH]3)sc2c1	-2%	11%	-11%

As a short view, some entries already given.
SMILES	FEN1 inh	N370S GC mod	TDP1 inh
COc1cccc(C2CC(=O)Nc3c2c(=O)nc2c(C)cccn32)c1 (stereo unspecified)	18%	x	2%
O=C1CC(c2ccccc2)CC(O)=C1C=Nc1ccc(Cl)cc1 (stereo unspecified)	2%	-3%	2%
COc1cccc(Cn2c(SCc3ccc(C(=O)N4CCCCC4)cc3)nc3ccncc32)c1	-11%	x	0%
OCCNCCCCOc1ccc(OCc2ccccc2)cc1	-1%	-11%	-3%
O=C(N/N=C/c1oc(O)c2ccccc12)c1ccccc1	-1%	-1%	6%
O=Cc1coc2ccc3ccccc3c2c1=O	2%	4%	x
O=C(N/N=C/c1ccc2nccnc2c1)c1ccccc1O	x	-2%	3%

Next entries.
SMILES	FEN1 inh	N370S GC mod	TDP1 inh
CCOc1ccc(CN2C(=O)c3ccccc3Sc3ccc(C(=O)NCCc4ccccc4)cc32)cc1	-13%	x	0%
COC(=O)/C=C1/SC(=Nc2ccc(Cl)c(Cl)c2)NC1=O	12%	4%	0%
C#CCOC(=O)Nc1cccn(Cc2c(Cl)cccc2Cl)c1=O	-18%	1%	2%
COc1cccc(Cn2cc(N)cn2)c1	4%	-10%	-3%
C/C(=N\NC(=O)c1ccc(Br)cc1)C1C(=O)c2ccccc2C1=O	-3%	16%	8%
CCN(Cc1cnn(C)c1)C(=O)c1ccc(OC2CCN(S(=O)(=O)N(C)C)CC2)cc1	-7%	1%	-2%

Given as labelled records: entries from further up
COC(=O)/C=C1/SC(=Nc2ccc(Cl)c(Cl)c2)NC1=O
- FEN1 inh = 12%
- N370S GC mod = 4%
- TDP1 inh = 0%

C#CCOC(=O)Nc1cccn(Cc2c(Cl)cccc2Cl)c1=O
- FEN1 inh = -18%
- N370S GC mod = 1%
- TDP1 inh = 2%

COc1cccc(Cn2cc(N)cn2)c1
- FEN1 inh = 4%
- N370S GC mod = -10%
- TDP1 inh = -3%

C/C(=N\NC(=O)c1ccc(Br)cc1)C1C(=O)c2ccccc2C1=O
- FEN1 inh = -3%
- N370S GC mod = 16%
- TDP1 inh = 8%

High-throughput results as filed in PubChem BioAssay.
